# Screening results from PubChem.
# M. tuberculosis GlmU = inhibition of mycobacterial GlmU enzyme – biochemical, glucosamine-1-phosphate acetyltransferase (AID 1376); Bifunctional protein GlmU (Mycobacterium tuberculosis (strain ATCC 25618 / H37Rv)); M. tuberculosis GlmU acetyltransferase enzyme assay; higher % means a stronger effect; inhibition, %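 (tested at 30 µM in the primary screen)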, or IC50 in µM where a hit was titrated; actives 0.25% (n = 220,000); in the data active means inhibition above about 13%; inconclusive means no clear call, values can overlap the other calls;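 further: 0% = complete reaction with vehicle and 100% = reaction without substrate; strong numbers were not always called active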
# Mtb RmlCD inh = M. tuberculosis RmlC/RmlD coupled enzyme inhibitors, primary screen, biochemical, compound mixtures, 384-well, from 1536-well plates. dTDP-4-dehydrorhamnose reductase (Mycobacterium tuberculosis (strain ATCC 25618 / H37Rv)) …. RmlC+RmlD coupled enzyme assay, percent inhibition; primary screen in compound mixtures. inhibition, % at 3.6 µM. actives 0.03% (n = 160,000). AID 1533, 2009; in the data active means inhibition mostly above about 34%, no sharp cut-off; inconclusive means no clear call, values can overlap the other calls; inactive means mostly below about 22%; further: some results filed as inactive read as strong as hits
# Target sequence (P9WH09 whole entry, looked up): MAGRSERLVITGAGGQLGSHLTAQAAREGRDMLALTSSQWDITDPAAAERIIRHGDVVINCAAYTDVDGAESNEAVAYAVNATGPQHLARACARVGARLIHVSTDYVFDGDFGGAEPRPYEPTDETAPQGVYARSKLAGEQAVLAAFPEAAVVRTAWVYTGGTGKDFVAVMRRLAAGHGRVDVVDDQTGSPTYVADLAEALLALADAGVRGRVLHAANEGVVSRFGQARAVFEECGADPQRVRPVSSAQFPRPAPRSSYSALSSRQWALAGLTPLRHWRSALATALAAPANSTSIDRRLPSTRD
# Target sequence (P9WH11 whole entry, looked up): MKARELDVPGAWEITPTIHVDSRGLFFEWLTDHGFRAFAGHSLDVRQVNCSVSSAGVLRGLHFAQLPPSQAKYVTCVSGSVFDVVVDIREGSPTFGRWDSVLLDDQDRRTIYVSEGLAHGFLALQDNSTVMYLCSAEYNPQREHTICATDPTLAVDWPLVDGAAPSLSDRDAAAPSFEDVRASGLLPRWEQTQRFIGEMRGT
# Starred values were filed as active, the others as inactive; ? = inconclusive; nt = no result given; ! = not active in a repeat.
# The line under a structure holds: M. tuberculosis GlmU | Mtb RmlCD inh
Cc1c(Br)cc(C(=O)N2CCN(CCO)CC2)c(C)c1C
 : 0.6% | 8
CCOc1ccc(NC(=O)Nc2cc(C)ccc2OC)cc1
 : 1.6% | nt
O=C(NCc1ccccn1)C1CCC(=O)N1C1CCCCC1 (stereo unspecified)
 : 0.6% | nt
Cc1ccc(C(C(=O)NC2CCCCC2)N(Cc2cccnc2)C(=O)C2COc3ccccc3O2)o1 (stereo unspecified)
 : -5.1% | nt
CCN(C1CCS(=O)(=O)C1)S(=O)(=O)c1cccs1 (stereo unspecified)
 : -2.6% | nt
Cc1ccc(S(=O)(=O)N2CCC(=O)N(C(COCc3ccc(Cl)cc3Cl)Cc3ccccc3)CC2)cc1 (stereo unspecified)
 : 1.2% | nt
CCOC(=O)CN1CC23C=CC(O2)C(C(=O)Nc2ccc(OCC)cc2)C3C1=O (stereo unspecified)
 : -3.3% | 8
COc1ccc(NC(=O)C2CCCCN2N)cc1OC (stereo unspecified)
 : -6.2% | nt
O=C1OC(OC2CCCCC2)(c2ccccc2)c2ccccc21 (stereo unspecified)
 : 0.5% | nt
Cc1ccc(NC(=O)C23CCC(C)(C(=O)[C@H]2Br)C3(C)C)cc1 (stereo partly specified)
 : 0.1% | -13
CCN1CCN(C(=O)c2ccc(Cl)c(S(=O)(=O)N3CCOCC3)c2)CC1
 : 5.2% | 1
O=C(COC(=O)c1ccc(Cl)c(S(=O)(=O)N2CCCC2)c1)NC1CCCCC1
 : -2.7% | nt
Cc1cc(C)n2nc(SCC(=O)N3CCc4ccccc43)nc2n1
 : -1.9% | -8
CCC(C)C(NC(N)=O)C(=O)NC1CCC(C)CC1 (stereo unspecified)
 : 5.2% | -30
CN(C)/N=C/c1ccc(N2CCOCC2)cc1
 : 1.8% | 6
CCCCCCNC(=O)CCNC(=O)c1cc(OC)c(OC)c(OC)c1
 : 3.0% | -1
CC(C)N(Cc1cn(C)nc1-c1cccc(Cl)c1)CC1CCC(=O)N1 (stereo unspecified)
 : -3.8% | 6
Cc1ccc(NC(=S)NNC(=O)c2ccccc2O)c(C)c1
 : 1.3% | nt
CCOC(=O)c1cc2c(C)n(-c3ccc(N(C)C)cc3)c(C)c2cc(C(=O)OCC)c1=O
 : 3.0% | 1
CC(C)C(NC(=O)OCc1ccccc1)C(=O)NCC(=O)OC(C)(C)C (stereo unspecified)
 : 2.7% | nt

# Five compounds from above, arranged by heavy-atom count, lowest first.
# The line under a structure holds: M. tuberculosis GlmU | Mtb RmlCD inh
O=C(NCc1ccccn1)C1CCC(=O)N1C1CCCCC1 (stereo unspecified)
 : 0.6% | nt
Cc1cc(C)n2nc(SCC(=O)N3CCc4ccccc43)nc2n1
 : -1.9% | -8
CC(C)C(NC(=O)OCc1ccccc1)C(=O)NCC(=O)OC(C)(C)C (stereo unspecified)
 : 2.7% | nt
CCOC(=O)CN1CC23C=CC(O2)C(C(=O)Nc2ccc(OCC)cc2)C3C1=O (stereo unspecified)
 : -3.3% | 8
CCOC(=O)c1cc2c(C)n(-c3ccc(N(C)C)cc3)c(C)c2cc(C(=O)OCC)c1=O
 : 3.0% | 1

# Other records:
# The line under a structure holds: M. tuberculosis GlmU | Mtb RmlCD inh
CCNC(=S)NC1CC2CCCC(C1)N2Cc1ccco1 (stereo unspecified)
 : -1.5% | nt
OCC#Cc1ncc(C(F)(F)F)cc1Cl
 : -1.0% | nt
CCCN1C(=O)c2cc(C(=O)Nc3ccccc3OC)ccc2C1Nc1ccccc1OC (stereo unspecified)
 : -4.4% | 46
CC(C(=O)O)N1C(=O)CSC1=S (stereo unspecified)
 : -4.3% | nt
COc1ccc(N2CCCn3c2nc2c3c(=O)n(CCc3ccccc3)c(=O)n2C)cc1
 : 0.5% | nt
Cc1cc(C)n(-c2ccc(C(=O)OCC(=O)NC(c3ccccc3)c3ccccc3)cc2)n1
 : 3.8% | 11
CCOc1ccccc1Nc1ccc(C(=O)O)cc1[N+](=O)[O-]
 : 1.0% | 1
CNC(=O)C(=O)N/N=C/c1ccc(Br)cc1
 : -6.7% | 3
COc1ccc(-c2nnc(NC(=O)CSc3ccc(C)cc3)s2)cc1OC
 : 7.8% | -6
Cc1cc(C)c2cc(C(c3nnnn3CC3CCCO3)N3CCN4CCCC4C3)c(=O)[nH]c2c1 (stereo unspecified)
 : 0.9% | -3
Cc1cc2cc(CNC(=O)Cc3ccc([N+](=O)[O-])cc3)ccc2n1C
 : -2.4% | -8
CCCN(CCO)Cc1cccc(Oc2ccccc2)c1
 : 0.4% | -10
CCCCCCn1c2c(c(=N)c3c1CCC3)CCC2
 : -4.1% | -8
CCSc1nc(C2CC2)cc(-c2cccs2)c1C#N
 : -2.0% | nt
CC(C)(C)C(=O)NNC(=O)c1cc(C(C)(C)C)nn1Cc1ccccc1
 : -0.6% | -1
N#C/C=C(/N)c1ccc(Br)cc1
 : -2.5% | 11
Cc1cc(NC(=O)CCC(=O)N(Cc2ccco2)C(C(=O)NC2CCCCC2)c2cccs2)no1 (stereo unspecified)
 : 1.1% | -9
CC1CN(C(=O)c2ccc(COc3ccccc3Br)o2)CC(C)O1 (stereo unspecified)
 : -1.1% | -14
CC(O/N=C\c1ccccc1O)C(=O)Nc1ccccc1C(=O)N1CCOCC1 (stereo unspecified)
 : 2.1% | -11
c1cc2c3c(cccc3c1)C(N1CCOCC1)=N2
 : 0.5% | -2
COc1ccc(NC(=O)C2CCCN2S(=O)(=O)c2ccc(F)cc2)cc1 (stereo unspecified)
 : 8.0% | -1
CCc1ccc(NC(=O)C(C)OC(=O)/C=C/c2cccc([N+](=O)[O-])c2)cc1 (stereo unspecified)
 : -2.2% | nt
O=C(CN(Cc1ccccc1)S(=O)(=O)c1ccccc1)N/N=C/c1ccccc1C(=O)O
 : 1.9% | 0
Cc1sc(NC(=O)COc2ccccc2)c(C#N)c1-c1ccccc1
 : -2.1% | -9
CCN1c2ccccc2N(C)C1(C)c1ccccc1 (stereo unspecified)
 : -2.1% | 0
Nc1nonc1C(=O)NCCNc1ccc([N+](=O)[O-])cn1
 : -1.3% | 6
O=c1cc(/C=C/c2c(F)cccc2Cl)[nH]c2ccccc12
 : -6.0% | 95
CC(C)(C)c1ccc(C(=O)Nc2ccc(CN3CCS(=O)(=O)CC3)cc2)cc1
 : 3.2% | -6
COc1ccc(N(CC(=O)Nc2ccccc2SC)S(C)(=O)=O)cc1OC
 : 6.6% | 4
CCNC(=O)/C(=C\C=C\c1ccccc1)NC(=O)c1ccc(Br)o1
 : 0.5% | 2
CCCCCCCCCCS(=O)(=O)N/N=C/c1ccccc1OC
 : 3.7% | -12
OC1(c2ccc(F)cc2)CC2CCC(C1)N2Cc1nnnn1C1CCCCC1 (stereo unspecified)
 : nt | -2
CCOC(=O)NC(NC(=S)Nc1ccc(OC)cc1)C(Cl)(Cl)Cl (stereo unspecified)
 : 4.8% | 9
CCOc1cc2[nH]c(=O)n(CC3CCC(C(=O)NCCC(C)C)CC3)c(=O)c2cc1OCC (stereo unspecified)
 : 8.0% | nt
COc1cccc(N2C(=O)CC(N3CCc4ccccc43)C2=O)c1 (stereo unspecified)
 : -5.4% | 4
CC1CC(C)CN(CCCNC(=O)Cc2c(C(=O)O)[nH]c3ccccc23)C1 (stereo unspecified)
 : 3.3% | 4
CC1CCc2nc(NC(=O)c3cc(C(C)(C)C)nn3C)sc2C1 (stereo unspecified)
 : 9.5% | nt
CCOc1ccccc1N1CCN(Cc2ccc(Br)s2)CC1
 : 0.3% | nt
Cc1cc(CC(C)C)n(-c2nc3ccccc3c(=O)n2OCc2ccccc2)n1
 : -4.0% | 12
CC(C)(C)n1nnnc1C(c1cccc(C(F)(F)F)c1)N1CCOCC1 (stereo unspecified)
 : -0.3% | -3
CN(Cc1ccccc1)S(=O)(=O)c1ccc(N2CCOCC2)nc1
 : -3.1% | -10
O=C(COC(=O)c1cccc(F)c1)NC1CC1
 : 0.1% | 17
COc1cc(S(=O)(=O)N2CCOCC2)ccc1NC(=O)CSc1nnc(N)s1
 : 11% | -13
CCCCNC(=O)NS(=O)(=O)c1ccc(NS(=O)(=O)c2ccccc2)cc1
 : 2.8% | 15
Cc1ccc(CCNS(=O)(=O)c2cnc[nH]2)cc1
 : -4.7% | 13
CCNC(=O)COC(=O)c1cc(S(=O)(=O)N2CCCc3ccccc32)ccc1Cl
 : 0.4% | 4
CCC(C)n1cnc2c(=O)oc3ccccc3c21 (stereo unspecified)
 : -6.0% | 16
O=C(O)COc1ccccc1Cc1ccccc1
 : -2.2% | nt
CCOC(=O)NC(=O)CSc1ccc2ccccc2n1
 : -2.0% | 6
Cc1nc(-c2cccc(NC(=O)Cc3ccccc3)c2)cs1
 : -2.2% | 8

# Continued.
# The line under a structure holds: M. tuberculosis GlmU | Mtb RmlCD inh
O=C(O)CCNS(=O)(=O)c1ccc(Oc2ccccc2)cc1
 : -6.9% | 8
CC(C)(C)NC(=O)CSc1nnc(Cc2ccccc2)n1CC1CCCO1 (stereo unspecified)
 : 2.0% | nt
CC1Oc2cc3c(-c4c(O)cc(O)c5c(O)c6c(cc45)OC(C)C(C)C6=O)c(O)cc(O)c3c(O)c2C(=O)C1C (stereo unspecified)
 : 16%*! | -10
CCC1=C(C)CN(C(=O)NCCc2ccc(S(=O)(=O)NC(=O)NC3CCC(C)CC3)cc2)C1=O (stereo unspecified)
 : -0.1% | nt
CCc1c(C(=O)Nc2nnc(C3CC3)s2)csc1C
 : -3.6% | nt
CCN(CC)c1c([N+](=O)[O-])c(=O)sc2ccccc12
 : -6.4% | 28
COc1cccc(-c2nc(CS(=O)(=O)CC(=O)NCc3ccccc3)c(C)o2)c1
 : nt | -7
Cc1ccsc1C1C(C(=O)O)c2ccccc2C(=O)N1C (stereo unspecified)
 : 1.6% | nt
O=C(c1cc2ccccc2oc1=O)N(Cc1ccc(F)cc1)C1CCS(=O)(=O)C1 (stereo unspecified)
 : 5.6% | -11
CCC(=O)Nc1ccc(C(=O)CSc2nc3ccccc3cc2CC)cc1
 : -3.2% | 5

# Looked up by compound from above, four records:
# The line under a structure holds: M. tuberculosis GlmU | Mtb RmlCD inh
O=C(c1cc2ccccc2oc1=O)N(Cc1ccc(F)cc1)C1CCS(=O)(=O)C1 (stereo unspecified)
 : 5.6% | -11
CC1Oc2cc3c(-c4c(O)cc(O)c5c(O)c6c(cc45)OC(C)C(C)C6=O)c(O)cc(O)c3c(O)c2C(=O)C1C (stereo unspecified)
 : 16%*! | -10
CCC(=O)Nc1ccc(C(=O)CSc2nc3ccccc3cc2CC)cc1
 : -3.2% | 5
CC(C)(C)NC(=O)CSc1nnc(Cc2ccccc2)n1CC1CCCO1 (stereo unspecified)
 : 2.0% | nt

# Next section:
# The line under a structure holds: M. tuberculosis GlmU | Mtb RmlCD inh
CCn1cc(C(=O)O)c(=O)c2cc(F)c(N3CCN(C(=S)NC(=O)c4ccccc4F)CC3)cc21
 : -3.9% | -5
CCC(=O)NC(C)C(c1cccs1)N1CCN(Cc2ccccc2)CC1 (stereo unspecified)
 : 1.5% | -11
CCOC(=O)c1csc(N)c1-c1ccc([N+](=O)[O-])cc1
 : 8.0% | 3
CCO[C@@H]1OC(C(=O)N2CCN(Cc3ccccc3)CC2)=C[C@H](c2cn(C(C)=O)c3ccccc23)[C@H]1CCCO
 : 1.0% | nt
CCCCSc1nc(C)c(C(C)=O)cc1C#N
 : -6.6% | nt
Cc1onc(-c2c(F)cccc2Cl)c1C(=O)NCC1COc2ccccc2O1 (stereo unspecified)
 : 6.3% | nt
Cc1ccccc1CN1CCN(Cc2ccccc2C(F)(F)F)CC1
 : 1.8% | nt
O=C(Cn1nnc(-c2ccccc2)n1)Nc1ccc2c(c1)OCO2
 : -4.1% | 3
Cc1cc(C)nc(N2CCCC(C(=O)NCCC3=CCCCC3)C2)n1 (stereo unspecified)
 : 2.5% | nt
N#CC1=C(N)Oc2cc(O)ccc2C1c1ccncc1 (stereo unspecified)
 : 6.8% | 0
CCOC(=O)c1nc(NCc2cccc(OC)c2)c2ccccc2n1
 : 1.2% | 16
Clc1ccc(/C=C/c2ncc3ccccn23)cc1
 : -2.0% | -15
CCCNC(=S)N1CCN(Cc2ccc3c(c2)OCO3)CC1
 : -0.9% | 15
Cc1cc(C)n(C(=O)c2ccc(S(=O)(=O)NCC3CCCO3)cc2)n1 (stereo unspecified)
 : 6.6% | -3
O=C(OCn1ncc(Br)c(Br)c1=O)c1ccc(F)cc1
 : -1.9% | 3
Cc1ccc(-c2nc3sc4c(N)ncnc4c3c3c2CCCC3)cc1
 : -0.8% | 3
C/C(=N/NC(=O)c1ccccn1)c1c[nH]c2ccccc12
 : 3.0% | nt
COc1ccccc1C(c1nnnn1CS(=O)(=O)c1ccc(C)cc1)N1CCSCC1 (stereo unspecified)
 : -1.4% | 9
O=C(Cn1ncc2c3ccccc3n(Cc3ccccc3)c2c1=O)N1CCN(c2ncccn2)CC1
 : -0.9% | -10
CC(C)N(Cc1cnn(C)c1)Cc1nc(Cc2ccccc2Cl)no1
 : 6.8% | 3
COc1cccc(NC(=O)C(Sc2nc3ccccc3c(=O)n2CC(C)C)c2ccccc2)c1 (stereo unspecified)
 : 0.6% | 46
O=C(NCCc1nc2ccccc2[nH]1)/C(=C/c1ccc(F)cc1)NC(=O)c1ccco1
 : -0.4% | ?
CCC(=O)c1ccc(OCC(=O)Nc2ccc3nc(C)sc3c2)cc1
 : 1.7% | nt
O=C(COc1ccccc1)NNc1nc2c(F)cccc2s1
 : 1.0% | -5
CCc1ccccc1NC(=S)NNC(=O)c1ccccc1Cl
 : 4.5% | -14
CCC(C)c1ccc(OCCn2cc(/C=N/NC(=O)CSc3nnc(C)s3)c3ccccc32)cc1 (stereo unspecified)
 : 5.1% | nt
CCO[C@@H]1OC(C(N)=O)=C[C@H](C2CCCCC2)[C@H]1CCCO
 : 1.9% | nt

# The list is partial; rates above refer to the full screens.
